Screening data deposited in PubChem BioAssay by several laboratories.
MC4R ag barr: MC4R agonists recruiting beta-arrestin, primary screen, cell-based, luminescence, agonist arm of biased-ligand search. Melanocortin receptor 4 (Homo sapiens), P32245. U2OS MC4R beta-arrestin complementation; percent of melanotan II response, DMSO zero. actives 0.98% (n = 360,000). activation, % at 8.9 µM. AID 540308, 2011;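 active means activation above a per-plate cutoff, the mean activation of sample wells on that plate plus 3 SD, cut at about 8% in these data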
Target sequence (P32245 whole entry, looked up): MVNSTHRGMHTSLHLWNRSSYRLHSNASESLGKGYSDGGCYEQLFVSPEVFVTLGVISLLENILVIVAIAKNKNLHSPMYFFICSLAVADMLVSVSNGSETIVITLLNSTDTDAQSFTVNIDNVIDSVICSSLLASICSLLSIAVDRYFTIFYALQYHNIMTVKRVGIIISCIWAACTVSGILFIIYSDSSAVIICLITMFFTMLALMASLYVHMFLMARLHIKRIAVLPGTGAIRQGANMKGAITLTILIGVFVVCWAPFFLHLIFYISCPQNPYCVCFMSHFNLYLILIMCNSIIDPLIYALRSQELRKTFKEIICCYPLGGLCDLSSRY
N-glyco inh: increase of ERlucT glycosylation luciferase signal, primary screen, N-linked glycosylation inhibitor project, D54 ERlucT cells, luminescence, set 2. D54 ERlucT glycosylation luciferase reporter, 24 h; percent of 100 nM tunicamycin response. reporter increase, % at 12.5 µM. actives 0.23% (n = 360,000);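 active means mean luciferase reporter signal, scaled so untreated is 0 and the glycosylation-blocking control 100, at or above a set limit in every replicate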;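 further: luciferase carries N-glycosylation sites so blocking glycosylation raises the light; 0% = median of neutral control wells and 100% = median of 100 nM tunicamycin wells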
ABCB6 inh 2: ABCB6 transporter inhibitors, primary screen, K562-ABCB6 cells, flow cytometry, MLPCN library; ATP-binding cassette sub-family B member 6 (Homo sapiens), Q9NP58; K562-ABCB6 porphyrin accumulation, 1 h; stronger effect = lower value; fluorescence ratio to DMSO, % at 10 µM; actives 0.19% (n = 360,000);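 active means fluorescence ratio to DMSO below 75%, the collection mean minus 3 SD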;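 further: signal is porphyrin accumulated inside mitochondria; 100% equals median channel fluorescence of DMSO control wells; lower ratio means ABCB6 inhibition with less porphyrin fluorescence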
ABHD5-PLIN5 inh: ABHD5-PLIN5 interaction inhibitors, primary screen, cell lysate, split luciferase complementation, luminescence; actives 0.78% (n = 360,000); Split G. princeps luciferase complementation, 4 h; inhibition, % at 4 µM;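 active means inhibition above the mean inhibition across every tested compound plus 3 SD, cut at about 22% in these data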;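 further: 0% = DMSO only wells and the 100% control is not disclosed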
m5-HT2A agonist: mouse Htr2a agonists via beta-arrestin recruitment, primary screen, cell-based, luminescence; actives 0.66% (n = 360,000); 5-hydroxytryptamine receptor 2A (Mus musculus), P35363; CHO-K1 mHTR2A beta-arrestin complementation; percent of 30 µM serotonin response; activation, % at 7.6 µM; AID 624169, 2012;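 active means activation above a run cutoff, the mean activation of all tested compounds plus 3 SD, cut at about 14% in these data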;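 further: 0% = plate median of compound wells and 100% = 30 µM serotonin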
Target sequence (P35363 whole entry, looked up): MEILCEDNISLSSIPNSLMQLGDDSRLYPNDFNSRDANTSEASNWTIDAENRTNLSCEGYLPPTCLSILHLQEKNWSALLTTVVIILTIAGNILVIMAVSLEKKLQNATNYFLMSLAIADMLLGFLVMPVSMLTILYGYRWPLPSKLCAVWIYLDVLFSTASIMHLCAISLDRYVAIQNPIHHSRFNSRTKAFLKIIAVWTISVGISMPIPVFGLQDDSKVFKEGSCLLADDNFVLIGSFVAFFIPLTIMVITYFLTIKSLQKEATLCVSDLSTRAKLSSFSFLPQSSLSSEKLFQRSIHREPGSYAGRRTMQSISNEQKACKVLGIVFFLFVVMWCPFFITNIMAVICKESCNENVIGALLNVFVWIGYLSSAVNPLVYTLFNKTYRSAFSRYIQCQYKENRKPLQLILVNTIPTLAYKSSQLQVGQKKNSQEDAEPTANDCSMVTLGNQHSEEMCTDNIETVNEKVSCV
PDI turbidity: inhibitors of human PDI, primary screen, biochemical, turbidity, single point, plate reader | actives 0.052% (n = 350,000) | inhibition, % at 10 µM | PDI insulin aggregation turbidity, A650, 90 min;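 active means mean inhibition across replicates of 30% or more, whatever share of single replicates reach that level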;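 further: absorbance from insulin aggregation driven by PDI reduction with DTT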
MC4R antagonist: MC4R antagonists of cAMP signaling, primary screen, cell-based, TR-FRET, antagonist arm of biased-ligand search | inhibition, % at 6.5 µM | Melanocortin receptor 4 (Homo sapiens), P32245 | MC4R-expressing cells, MTII-stimulated cAMP, LANCE TR-FRET | actives 0.48% (n = 360,000) | AID 540295, 2011;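 active means inhibition above its plate's cutoff, the mean of tested wells on that plate plus 3 SD, cut at about 29% in these data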;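 further: 0% = Melanotan II alone and 100% = Melanotan II plus saturating MCL0020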
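System: U2OS-MC4R stable cell line; Technique: Eu-cAMP/anti-cAMP TR-FRET, emission 671 nm; Repeats: single well per compound; Also added: Melanotan II; Dosing: one concentration, 6.5 µM nominal; Schedule: 30-min compound, 1-h challenge, 1-h detection, room temperature.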
CaV13 ICDI inh: Disruptors of the CACNA1D IQ motif to Ca2+-dependent inactivation inhibitor domain association, primary screening, Förster resonance energy transfer in intact living …; AID 743397; HEK cells, CFP/YFP FRET ICDI-IQ, plate reader, 10 min; percent FRET-ratio fall versus neutral wells; actives 0.098% (n = 340,000); inhibition, % at 12.3 µM;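 active means mean replicate inhibition of at least 30% and at least 1% of replicates passing that level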;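 further: 0% = median of the neutral control wells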
Exocytosis inh: LAMP-1 surface exposure blockers, TALL-104 cells – cell-based, flow cytometry, MLPCN library, primary screen; TALL-104 LAMP-1 surface exposure; cells stimulated with thapsigargin and PMA; inhibition, % at 10 µM; actives 0.66% (n = 360,000); AID 651702, 2012;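 active means inhibition above about 55%, limit read from the data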
H9c2 protect: cardioprotection against H2O2-induced cell death, primary screen, uHTS, H9c2 cells, ATPLite luminescence | H9c2 cardiomyocytes, H2O2 injury protection, 2 h | protection from H2O2 cell death, % at 20 µM | actives 0.63% (n = 360,000) | AID 588492, 2011;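 active means compounds giving at least 50% protection of heart cells from peroxide-induced death in the single-dose screen, raw or plate-pattern-corrected value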;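 further: 0% = DMSO wells with peroxide and 100% = DMSO wells without peroxide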
* = called active by the depositor; / = not tested or not shown. Not a hit list. About 4.2% of those tested had a hit in this group.

SMILES | MC4R ag barr | N-glyco inh | ABCB6 inh 2 | ABHD5-PLIN5 inh | m5-HT2A agonist | PDI turbidity | MC4R antagonist | CaV13 ICDI inh | Exocytosis inh | H9c2 protect
C=C1CC2C(CCC3(C)C2CCC3(O)C(C)=O)C2(C)CCC(=O)C=C12 (centres undefined) | -0.1 | -9 | 93 | -3 | 5 | 1 | 9 | -3 | 1 | 0
COCCCn1c(C)cc(C(=O)CN2c3cccc4cccc(c34)S2(=O)=O)c1C | -0.2 | -1 | 91 | 3 | -1 | 4 | 8 | -6 | -2 | 3
CCOC(=O)n1c(=O)oc2ccccc21 | -1.1 | 2 | 102 | -5 | 5 | 4 | 2 | -8 | -2 | -2
Fc1ccc(F)c(CN2CCN(c3ncccn3)CC2)c1 | -0.8 | -1 | 99 | 1 | 44* | -1 | -1 | -7 | 3 | 6
COc1ccc(S(=O)(=O)N2CCCC(C(=O)NCc3ccccc3)C2)cc1 (centres undefined) | 0.4 | -4 | 100 | -3 | 5 | -2 | 1 | -2 | -9 | -3
CSc1ccc(S(=O)(=O)NC2CCCCCC2)cc1 | -1.1 | -1 | 95 | -6 | -5 | -6 | 11 | -8 | -4 | -13
Cc1ccc(N2C(=O)CC(Sc3nc(C)cc(C)n3)C2=O)cc1 (centres undefined) | 0.1 | 14 | 104 | 2 | 0 | 1 | -5 | -4 | -2 | 4
COc1ccccc1C(=O)OCC(=O)NC12CC3CC(CC(C3)C1)C2 | -2.5 | 2 | 95 | 1 | 5 | -2 | 13 | -6 | -1 | -3
COc1ccc2c(=O)c(C(=O)O)c(-c3ccc4c(c3)OCO4)n(C)c2c1 | -2.5 | 0 | 98 | 2 | -2 | 1 | 4 | -7 | -12 | 3
CC(C)[C@@H]1Cc2[nH]n(C)c(=O)c2[C@H](c2ccc(F)cc2)O1 | / | / | 98 | 1 | 4 | / | / | -5 | 4 | /
COc1ccc2[nH]c(=O)c(CN(C(=O)c3cccnc3)c3ccccc3OC)cc2c1 | -1.7 | 1 | 99 | -1 | 0 | -6 | 15 | -9 | 0 | 2
Cn1c(N)c(C(=O)COC(=O)/C=C/c2ccc(Cl)cc2)c(=O)n(C)c1=O | 0.4 | -2 | 102 | -1 | 9 | 3 | 6 | -6 | 2 | -16
COc1ccc(Nc2nc(C)cc(-c3cc(-c4ccccc4)on3)n2)cc1 | -1.6 | 0 | 90 | 2 | 0 | 4 | -4 | -10 | -7 | -23
COc1ccc(CN2CCCC(C(=O)N3CCc4ccccc4C3)C2)cc1OC (centres undefined) | -2.1 | -2 | 100 | -2 | -4 | -8 | -2 | -3 | 0 | 2
CC(=O)c1ccc(Nc2ccc([N+](=O)[O-])c3nonc23)cc1 | -1.8 | -4 | 100 | -8 | -5 | -1 | 5 | -6 | 3 | -14
CCOc1ccc(S(=O)(=O)Nc2cccc(C(=O)NCCCN3CCOCC3)c2)cc1 | -1.6 | 3 | 101 | -3 | -7 | -17 | 5 | -6 | 0 | -12
COc1ccc(-n2c(C)nn(C)c2=O)c(OC)c1 | -1.4 | 1 | 104 | -5 | -5 | 2 | -4 | -8 | 0 | 0
COc1ccc(Oc2ccc(/C=C/C(=O)c3ccc(O)cc3)cc2[N+](=O)[O-])cc1 | -2.4 | -18 | 99 | 28* | -7 | 99* | 18 | -2 | 6 | -22
Cc1ccc(NC(=O)Nc2ccc3c(c2)OCO3)nc1 | -0.1 | -3 | 94 | 12 | 7 | -8 | -7 | -8 | -4 | -15
O=C1CS/C(=N/N=C/c2c[nH]c3ccccc23)N1 | 0.6 | 0 | 98 | 4 | -2 | 1 | -8 | -2 | -5 | -1
C=C(C)CSc1nc2c(c(=O)[nH]c(=O)n2C)n1CCC(C)C | 6.3 | 3 | 93 | -3 | -10 | -4 | 4 | -6 | -6 | 0
O=C(Cc1ccccc1)Nc1ccc2oc(-c3cccnc3)nc2c1 | -0.6 | -1 | 96 | 1 | -5 | 6 | 1 | / | -1 | 8
COC(=O)c1c(NC(=O)CSc2nnc(Cn3nnc4ccccc43)n2C)sc(C)c1C | 2.0 | -1 | 95 | -2 | 7 | 0 | 19 | -10 | 0 | 7
COc1cccc(CN(C)C(=O)c2cc(-c3cccs3)nc3ccccc23)c1 | -0.3 | -4 | 89 | -8 | 9 | -3 | 11 | -5 | 9 | 8
O=C(COC(=O)CNC(=O)c1ccco1)Nc1ccc(F)cc1 | -0.6 | 2 | 101 | -4 | 2 | -2 | 7 | -1 | 0 | 2

Four compounds already listed, ordered by the number in MC4R ag barr, high to low:
Molecule,MC4R ag barr
COC(=O)c1c(NC(=O)CSc2nnc(Cn3nnc4ccccc43)n2C)sc(C)c1C,2.0
COc1ccc(S(=O)(=O)N2CCCC(C(=O)NCc3ccccc3)C2)cc1 (centres undefined),0.4
CSc1ccc(S(=O)(=O)NC2CCCCCC2)cc1,-1.1
COc1ccc(CN2CCCC(C(=O)N3CCc4ccccc4C3)C2)cc1OC (centres undefined),-2.1

(continued)
SMILES | MC4R ag barr | N-glyco inh | ABCB6 inh 2 | ABHD5-PLIN5 inh | m5-HT2A agonist | PDI turbidity | MC4R antagonist | CaV13 ICDI inh | Exocytosis inh | H9c2 protect
COc1ccc([N+](=O)[O-])cc1NC(=O)C(C)Sc1ccccc1 (centres undefined) | -0.4 | -3 | 99 | -1 | 0 | -3 | 4 | -2 | -1 | -2
COc1cccc(C(=O)NNC(=O)c2sccc2-n2cccc2)c1 | -2.9 | 1 | 98 | -1 | -3 | 8 | 0 | -7 | -2 | 0
CCOC(=O)c1cn(CC(=O)Nc2ccc(CC)cc2)nn1 | 0.2 | 1 | 97 | -4 | -1 | -8 | -3 | -3 | 0 | -4
O=C(CSc1ccc(Cl)cc1)Nc1ncccn1 | -2.5 | 2 | 95 | 3 | -1 | -3 | 6 | -3 | 0 | 0
Cc1nnc(Nc2ccc(C(=O)N3CCOCC3)cc2)c2ccccc12 | -0.8 | 1 | 98 | 11 | 3 | 28 | -3 | -4 | -1 | 4
Cc1cc(=O)[nH]c(SCC(=O)Nc2ccc(Br)cn2)n1 | 3.2 | 2 | 96 | 11 | 5 | -1 | -8 | / | -2 | 5
CCNc1nc(NCC)n2c(SCC(=O)c3ccccc3Cl)nnc2n1 | -0.2 | 1 | 99 | -1 | 1 | 1 | 12 | -2 | 1 | -2
O=C(Nc1ccon1)c1cc2ccccc2oc1=O | -3.5 | 3 | 98 | -1 | 1 | 0 | 10 | -8 | -3 | 1
FC(F)(F)c1cccc(Sc2cc(C(F)(F)F)nc(-c3ccccn3)n2)c1 | 9.1* | 12 | 95 | 3 | 5 | -5 | 12 | -6 | -2 | -11
Cc1ccccc1NC(=O)c1ccc(F)c(S(=O)(=O)NCC2CCCO2)c1 (centres undefined) | -1.2 | 0 | 101 | 3 | 5 | 0 | -2 | -3 | -1 | -4
O=C(CNc1cc(S(=O)(=O)N2CCOCC2)ccc1NCC1CCCO1)Nc1ccc(F)c(F)c1 (centres undefined) | 4.0 | 0 | 106 | -7 | 4 | 4 | 12 | -6 | -1 | 6
Cn1c(=O)c2c(ncn2CCOC(=O)C(C)(C)Oc2ccc(Cl)cc2)n(C)c1=O | 0.6 | 1 | 96 | -6 | 4 | -5 | -3 | -6 | 7 | 4
COc1cc(C(=O)Nc2cccc(-c3nc4cc(C)cc(C)c4o3)c2)cc(OC)c1OC | 3.7 | 1 | 96 | -8 | -3 | -4 | 12 | / | 1 | 24
CCCCNC(=O)CSc1nc2ccc(N3CCOCC3)cc2c(=O)n1CCc1ccccc1 | -0.5 | -1 | 97 | -2 | 2 | -5 | 7 | -4 | 6 | 3
O=C(c1cccc(NS(=O)(=O)c2ccc(F)cc2)c1)N1CCN(c2ccccc2)CC1 | 0.9 | 0 | 95 | 5 | 9 | -7 | -4 | -4 | -4 | 5
CC(C)(C)C1CCc2c(sc(NC(=O)c3cccs3)c2C(N)=O)C1 (centres undefined) | 0.8 | -2 | 98 | -1 | -1 | -13 | -15 | / | 0 | -23
CCN(CC)CCNC(=O)C(=O)Nc1cc2c3c(c1)CC(=O)N3CCC2 | -2.0 | -1 | 95 | 5 | 1 | 1 | -7 | -3 | -3 | 14
CC/C(=N\NC(=O)c1ccoc1C)c1ccc(C)o1 | -0.2 | 0 | 99 | 5 | -4 | 3 | -5 | -5 | 2 | 9
CC(=O)c1ccc(NC(=O)C(Cc2ccccc2)n2cccc2)cc1 (centres undefined) | -1.9 | 2 | 98 | -1 | -1 | -1 | 5 | -6 | -4 | -6
Cc1oc(-c2ccc(Cl)cc2)[n+]([O-])c1C | -1.4 | 0 | 146 | -3 | -1 | -1 | -1 | -4 | 1 | -4
COc1ccc(C(=O)NCc2nnc(SCC(=O)N3CCOCC3)o2)cc1OC | -4.5 | 1 | 100 | -4 | -2 | -1 | 3 | -3 | -16 | 10
CCOC(=O)C(Cc1ccc(NC(C)=O)cc1)N1C(=O)c2ccccc2C1=O (centres undefined) | -0.1 | -3 | 98 | 4 | -1 | -1 | 5 | -7 | -1 | -3
Cc1nc([N+](=O)[O-])c(N2CCN(C)CC2)n1Cc1ccccc1 | 0.5 | -1 | 92 | -2 | 2 | -3 | 2 | -5 | 0 | -2
NS(=O)(=O)c1ccc(CCNC(=O)CN2CCN(c3ccc(F)cc3)CC2)cc1 | -2.7 | -3 | 104 | -5 | 0 | 12 | 2 | -6 | 1 | 7
FC(F)(F)c1cc(CCN2C(=S)NC[C@@H]2CC2CCCCC2)cc(C(F)(F)F)c1 | -1.4 | -5 | 97 | -16 | -4 | 0 | -1 | -10 | 86* | -4
CC1CC(=O)Nc2ccccc2N1C(=O)COc1ccc2ccccc2c1 (centres undefined) | -0.7 | -3 | 101 | 5 | 0 | -5 | 6 | -6 | 2 | -2
Cc1ccc(C(O)c2ncc(-c3ccccc3C)[nH]2)cc1F (centres undefined) | -1.0 | 0 | 98 | -1 | -4 | 4 | -4 | -6 | -3 | -5
CCCCN1C(C(=O)Nc2ncccn2)=C(O)c2ccccc2S1(=O)=O | 2.5 | 1 | 101 | -20 | -2 | 9 | 13 | -19 | -12 | 0
O=C(NC1CCCCC1)C(C1CC1)n1c(=O)c(-c2ccco2)nc2ccccc21 (centres undefined) | / | / | / | 66* | 16* | / | / | -13 | -2 | /
